BRCA1 expr up = increases BRCA1 expression | 380,000 tested, 1.1% active | Potency, µM (series often up to 46.1 µM), for inactives: at the top dose activation, usual class: activators | MCF7-BRCA1-FFLuc reporter, luminescence, 48 h; response scale: scaled: vehicle 0%, 10 µM genistein 100%; also: nearly all actives have a fitted effect of over 80% in size; some results filed as inactive show a strong effect at the top dose
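Using MCF7 cells harboring a BRCA1 firefly luciferase reporter, plated 2 h before compound pinning, the screen measured luminescence after 48 h incubation. Responses were normalized to DMSO and 10 microM genistein, then fitted for concentration-effect.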
NPC1 promoter act = activators of NPC1 promoter | Huh7 NPC1 promoter luciferase reporter, 24 h | Potency, µM (series often up to 9.22 µM), inactives show at the highest dose activation, actives largely listed as activators | 320,000 tested, 2.4% active;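 also: % of control where 0% means no effect; nearly all actives have a fitted effect of over 60% in size; reporter is driven by a mutant NPC1 promoter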
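Stable NPC1-promoter luciferase Huh7 line; cpd (DMSO) 24 h, 37 °C, 5% CO2; Amplite luciferase reagent 10 min RT; luminescence readout. qHTS format.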
Rab9 prom act = activators of Rab9 promoter. Huh7 Rab9 promoter-luciferase reporter, luminescence, 24 h. Potency, µM (highest dose often 9.22 µM), without a hit: at the top dose activation, negative = inhibition, most hits filed as activators. 320,000 tested, 2.8% active; also: % of control where 0% means no effect; nearly all actives have a fitted effect of over 60% in size
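Stable Rab9-luc Huh7, 1500 cells/well, 2 h settle; cmpd in DMSO, 24 h, 37 °C/5% CO2; luciferase reagent 10 min RT; luminescence.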
uPA surface inh = cell surface uPA generation inhibition | cell surface uPA generation assay, qHTS | Potency, µM (highest dose often 38.3 µM), inactives show top-dose activity change, negative = inhibition, usual class: inhibitors | 330,000 tested, 0.31% active; active = well fitted inhibition curve with a large enough effect; inconclusive = small, poorly fitted or top-dose-only effect; inactive = no such curve, though single readings can be large or run the other way; tested in mouse RAW 264.7 cells; also: % is scaled to controls: 0 for no effect and ±100 for the full control effect; nearly all actives have a fitted effect of over 55% in size
ELG1 genotox = induces genotoxicity in HEK293T cells with luciferase-tagged ELG1. Potency, µM (doses to about 46 µM), without a hit: top-dose activity change, positive = activation, most hits filed as activators. 330,000 tested, 1.3% active. HEK293T ELG1-luciferase reporter, luminescence, 16 h; also: % of control where 0% means no effect; nearly all actives have a fitted effect of over 60% in size
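Step 1: seed 2,000 HEK293T ELG1-luciferase cells per well. Step 2: add compound or DMSO, incubate 16 hr at 37 °C. Step 3: ONE-Glo, 30 min at room temperature, read luminescence.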
FLuc modulator = inhibits or activates purified firefly luciferase, miR-21 counter-screen. 360,000 tested, 6.9% active. Potency, µM (highest dose often 57.5 µM), without a hit: top-dose activity change, negative = inhibition, most hits filed as inhibitors. P08659. purified FLuc, Km substrates, luminescence inhibition. AID 588342;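 also: plate controls were vehicle for no effect and reference inhibitor for full effect; nearly all actives have a fitted effect of over 55% in size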
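Purified P. pyralis luciferase (10nM final) with 10uM D-luciferin and 10uM ATP (Km levels) in 50mM Tris acetate pH 7.5, 10mM Mg acetate, 0.01% Tween-20, 0.05% BSA; qHTS 6-point titration, ~60 µM downward; luminescence read.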
RORgamma inh = blocks mouse ROR gamma transcriptional activity. Drosophila S2 Gal4-RORgamma UAS-luciferase reporter, 20 h. 310,000 tested, 5.4% active. AID 2551. Potency, µM (series often up to 53.6 µM), for the others: top-dose activity change, negative = inhibition, actives largely listed as inhibitors; also: % is scaled to controls: 0 for no effect and ±100 for the full control effect; nearly all actives have a fitted effect of over 60% in size
Target sequence (P51450 whole entry, looked up, the tested form may be a part): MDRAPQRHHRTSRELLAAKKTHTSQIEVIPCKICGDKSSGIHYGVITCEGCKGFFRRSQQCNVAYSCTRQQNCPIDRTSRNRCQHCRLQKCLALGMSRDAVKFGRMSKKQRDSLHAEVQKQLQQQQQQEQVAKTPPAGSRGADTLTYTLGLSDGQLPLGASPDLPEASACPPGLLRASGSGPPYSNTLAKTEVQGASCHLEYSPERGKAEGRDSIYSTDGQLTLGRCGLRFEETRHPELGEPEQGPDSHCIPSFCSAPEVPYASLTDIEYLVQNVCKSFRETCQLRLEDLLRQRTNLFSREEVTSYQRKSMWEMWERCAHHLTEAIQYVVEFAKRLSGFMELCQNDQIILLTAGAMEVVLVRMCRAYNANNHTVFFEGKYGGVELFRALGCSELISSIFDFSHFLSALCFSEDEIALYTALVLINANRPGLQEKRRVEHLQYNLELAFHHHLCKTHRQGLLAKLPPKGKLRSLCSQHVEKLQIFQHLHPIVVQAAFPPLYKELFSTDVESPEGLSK
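Schneider cells (Drosophila), stable Gal4 DBD–ROR gamma + UAS-luc; 1 hr cmpd preincubation; Cu2+ induction 700 uM final; 20 hr ambient; luminescence.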
p53 reactivator = restores transcriptional activity of mutant p53 | Potency, µM (doses to about 92.2 µM), without a hit: top-dose activity change, positive = activation, hits mostly activators | 320,000 tested, 0.063% active | H1299 p53-A138V BP100-luciferase reporter, luminescence, 24 h; also: % of control where 0% means no effect; nearly all actives have a fitted effect of over 45% in size
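H1299 (p53-null), stable ts p53-A138V + BP100-Luc; 1000 cells/well, Opti-MEM/10% FBS; cpd 4 pt, 1:5; 24 h, 37 deg C, 5% CO2; detection reagent 10 min RT; luminescence.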
VP16 counter = inhibits Gal4-VP16 luciferase reporter, ROR gamma counter-screen | Drosophila S2 Gal4-VP16 UAS-luciferase, luminescence, 20 h | Potency, µM (titrated, usually from 53.6 µM), for inactives: at the highest dose activity, negative = inhibition, usual class: inhibitors | 310,000 tested, 3.5% active;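 also: Gal4-VP16 expression switched on by copper sulfate through the metallothionein promoter; % is scaled to controls: 0 for no effect and ±100 for the full control effect; nearly all actives have a fitted effect of over 50% in size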
MBNL1-CUG inh = inhibitors of human MBNL1 binding to CUG repeat RNA; AID 2675; 280,000 tested, 0.036% active; Potency, µM (top dose mostly 57.5 µM), inactives show at the top dose activity change, negative = inhibition, most hits filed as inhibitors; TR-FRET MBNL1-His/biotin-(CUG)12 binding, 665/545 ratio; active = well fitted inhibition curve with a large enough effect in the signal ratio, with a control signal flat, not every such curve was filed as active; inconclusive = small, poorly fitted or top-dose-only effect, or effect the other way, or a change in a side signal; inactive = no such curve, though single readings can be large or run the other way; the % refers to the signal ratio; also: % is scaled to controls: 0 for no effect and ±100 for the full control effect
Target sequence (Q9NR56 whole entry, looked up): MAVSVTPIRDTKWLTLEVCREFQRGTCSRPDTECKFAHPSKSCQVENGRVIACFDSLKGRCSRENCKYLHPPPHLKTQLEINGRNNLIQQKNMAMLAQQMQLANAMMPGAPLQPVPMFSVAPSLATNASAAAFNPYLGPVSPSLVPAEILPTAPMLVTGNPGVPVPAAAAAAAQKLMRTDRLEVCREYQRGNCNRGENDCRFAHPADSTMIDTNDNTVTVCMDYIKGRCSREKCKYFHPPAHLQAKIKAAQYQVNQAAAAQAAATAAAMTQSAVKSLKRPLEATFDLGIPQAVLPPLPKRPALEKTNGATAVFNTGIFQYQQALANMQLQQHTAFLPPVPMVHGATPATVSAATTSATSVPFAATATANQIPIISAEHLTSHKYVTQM
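Compound titration spanned 92 nM–58 uM against the MBNL1-His/biotin-(CUG)12 complex. After 60 min at room temperature with 5 nM streptavidin-XL665 and 0.055 ng/ul terbium anti-His, ratiometric 665/545 nm emission (Ex 340 nm) normalized to controls.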
* hit, by the source's call; ? = inconclusive; . = not tested or not shown; [ ] = another dose, or the depositor's remark. Unless noted, calls follow the shape of the dose curve; as a rule, active = well fitted curve in the direction sought with a large enough effect; inconclusive = small, poorly fitted or top-dose-only effect, or another doubt; inactive = no such curve, though single readings can be large; an effect the other way counts as inactive or inconclusive. Potency is read from the fitted curve at half-maximal effect.

Compound,p53 reactivator,BRCA1 expr up,uPA surface inh,RORgamma inh,VP16 counter,MBNL1-CUG inh,Rab9 prom act,FLuc modulator,NPC1 promoter act,ELG1 genotox
[O-][n+]1c2ccccc2c2n1CCCN=C2c1ccc(Cl)cc1,9.1%,-12.2%,-8.4%,.,.,.,4.1%,?,13.7%,8.2%
CCn1c(NC(=O)c2nn(C)cc2Br)nc2ccccc21,-8.9%,-26.9%,-3.0%,2.51µM*,5.01µM*,-1.1%[11.5 µM],-3.5%,-17.5%,0.1%,-2.7%
Cc1ccsc1C1NC(=O)c2c(sc3c2CCN(C)C3)N1 (stereo not given),?,31.1%,-0.9%,26.5%,5.3%,?,2.3%,-19.7%,3.4%,12.9%
CCC/C(C)=C/c1ccc(CC)cn1,-0.6%,0.0%,4.3%,-22.2%,-8.6%,5.2%,0.2%,9.53µM*,1.0%,0.3%
COCC(=O)N1CCN(c2nc3ccccc3o2)CC1,29.1%,0.0%,2.8%,27.4%,-5.8%,-7.2%,16.6%,-4.4%,4.8%,1.4%
CCOc1ccc(-c2[nH]ncc2Oc2ccccc2OCC)c(O)c1,2.0%,-79.0%,2.2%,10µM*,?,2.1%,7.4%,4.4%,-3.6%,-12.4%
CN(CC(=O)Nc1cccc(F)c1)C(=O)CN1C(=O)NC2(CCCC2)C1=O,-6.4%,-4.6%,-11.4%,.,.,.,-8.2%,-1.1%,0.4%,2.3%
CC(C)n1c(N2CCN(CC(=O)Nc3ccc4c(c3)OCCO4)CC2)nc2ccccc21,-9.3%,-28.6%,-1.2%,23.1%,-4.8%,-0.9%,-2.0%,-2.2%,-2.4%,-10.7%
CC(C)CN(C(=O)CSc1nc2ccccc2[nH]1)C1CCS(=O)(=O)C1 (stereo not given),-1.1%,-11.8%,-3.3%,.,.,.,.,.,.,-0.3%
CC1SC(=S)N(c2ccc(N(C)C)cc2)C1=O (stereo not given),2.2%,-26.1%,-5.7%,11.2µM*,12.6µM*,-1.0%,-3.3%,3.0%,-6.5%,-6.4%
CCOC(=O)c1cnn(CCOC(=O)C2CC2)c1NC(=O)C1CC1,3.8%,-8.6%,1.6%,-0.3%,2.9%,3.3%,5.4%,8.7%,-5.7%,0.2%
CC1=CS/C(=C(/C#N)C(=O)N2CCCCC2)N1c1ccccc1,3.1%,38.7%,-4.9%,12.5%,-0.8%,1.6%,-6.6%,1.5%,1.1%,-4.3%
COc1ccccc1-c1c(NC(=O)C(C)C)n(C)c2ccccc2c1=O,1.9%,-6.5%,5.9%,-4.9%,-13.3%,.,0.7%,1.4%,-2.6%,0.0%
C=CCNS(=O)(=O)NC(=O)C1=C(N2CCCC2)COC1=O,3.1%,-6.3%,12.1%,.,.,.,.,.,.,0.1%
CCn1c(O)c(C=NCCN2CCOCC2)sc1=S,1.2%,-3.3%,0.6%,16.5%,12.3%,-0.1%,-2.3%,2.9%,-0.7%,-1.8%
CC(=O)C1=C(O)C(=O)N(c2ccc(O)cc2)C1c1ccccc1 (stereo not given),7.1%,12.1%,6.7%,-14.3%,0.7%,6.5%,-4.9%,-0.8%,2.5%,0.0%
CCOc1ccc(CNS(=O)(=O)c2c(C)nc3sccn3c2=O)cc1OC,.,4.5%,-49.0%,-10.4%,8.5%,-5.3%,-0.2%,0.6%,-3.6%,2.1%
COc1ccc(Cc2noc(CN(C)Cc3cccc(-n4cccn4)c3)n2)cc1OC,-5.1%,-50.3%,-2.3%,40.2%,1.7%,-4.2%,0.0%,-2.7%,-3.1%,-5.2%
O=C(c1ccccc1)c1ccc2nc(N3CCN(C(=O)c4ccco4)CC3)c3nncn3c2c1,2.7%,4.6%,-8.7%,2.7%,-6.6%,-1.2%,1.6%,-11.8%,-1.9%,-12.7%
NC(=O)CSc1nnc(COc2ccccc2)n1C1CCCCC1,-5.2%,0.5%,0.1%,14.3%,2.2%,5.9%,1.9%,4.7%,-2.0%,-0.5%
CCCC1CCc2c(sc(NC(=O)OCC)c2C#N)C1 (stereo not given),?,-57.5%,-7.8%,-25.5%,-11.6%,14.3%,-1.2%,?,-9.7%,1.1%
COc1cccc2[nH]c(C(=O)NN)c(N)c12,6.4%,-39.8%,-1.0%,?,-0.5%,.,-4.1%,-19.6%,2.1%,-5.9%
Oc1ccccc1C=Nc1cccc2ccccc12,.,-10.3%,?,-12.5%,-1.6%,13.4%,6.9%,?,2.2%,-2.3%
Cc1ccc(C[C@@H](NS(=O)(=O)c2ccc(C(=O)O)cc2)C(=O)O)cc1,.,.,.,-12.4%,-0.9%,.,-6.6%,0.3%,0.6%,.
CC1(C)CC(=O)C2=C(C1)Nc1ccccc1S2,-1.9%,-18.6%,0.5%,28.5%,-5.0%,?,2.0%,?,-5.7%,-7.6%
Cc1cc(C)c2nc(C)cc(Nc3ccc(C(=O)N4CCOCC4)cc3)c2c1,-4.2%,0.3%,2.2%,-17.2%,-9.0%,6.9%,-3.7%,0.6%,-1.1%,-0.2%
CCCS(=O)(=O)N1CCN(Cc2ccccc2C(F)(F)F)CC1,0.7%,2.9%,7.1%,-9.6%,-6.3%,-15.7%,5.6%,2.4%,3.0%,-7.5%
O=C(NC1CC1)C1CCN(c2ncccn2)CC1,0.8%,13.3%,0.0%,-3.5%,2.0%,-6.3%,2.2%,-1.1%,-3.7%,-3.1%
O=C(NCCC(c1ccccc1)c1ccccc1)c1cnc2sccn2c1=O,2.5%,-27.9%,24.4%,34.1%,-11.0%,-2.2%,-22.3%,-0.4%,-2.4%,-2.6%
Cc1cc(C)c(S(=O)(=O)N2CCCC(C(=O)N3CCCC3)C2)c(C)c1 (stereo not given),.,-13.5%,6.3%,.,.,4.6%,-0.7%,0.8%,-1.5%,0.9%
CC(=O)NC1C(=O)N(Cc2ccccc2)c2ccc(Br)cc21 (stereo not given),-3.7%,-14.0%,1.5%,-15.3%,-6.1%,-4.1%,-2.1%,3.0%,-1.7%,-0.1%
CCCCC(O)(c1ccc(CC)cc1)C(CN1CCOCC1)c1ccccc1 (stereo not given),-4.2%,-50.6%,-24.2%,38.5%,-29.6%,-1.8%,-2.4%,4.9%,-6.2%,-2.9%
COc1ccccc1NC(=O)Nc1nc(CC(=O)NCc2ccccn2)cs1,-5.1%,-22.9%,7.4%,.,.,.,-6.4%,?,-1.7%,-3.7%
Cn1c(C(=O)N[C@@H](C(=O)O)c2ccccc2)cc2cc(F)ccc21,10.7%,-29.0%,1.2%,3.1%,6.9%,-2.9%,0.9%,?,0.5%,-5.0%
CCOc1cc(-c2cc(-c3ccc(NC(C)=O)cc3)nc(N)c2C#N)ccc1O,.,-55.9%,-6.5%,?,?,26.8%,8.7%,?,0.6%,3.0%
O=C(COc1ccccc1)N(Cc1cccc(F)c1)C1CCS(=O)(=O)C1 (stereo not given),3.8%,0.1%,0.4%,-14.9%,0.0%,-3.2%,3.6%,-0.5%,18.5%,0.1%
CCCOc1cccc(C(=O)N/N=C/c2coc3ccccc3c2=O)c1,-6.2%,21.5%,-1.3%,-32.3%,1.1%,-3.4%,0.0%,-5.6%,-0.4%,-3.7%
CN(CCC#N)C(=O)COC(=O)c1ccc(Cl)cc1O,0.8%,0.0%,-0.3%,18.3%,14.2%,-2.3%,-7.5%,1.3%,1.6%,-1.8%
Cc1cc(C)nc(SCCS(=O)(=O)Cc2ccccc2)n1,1.3%,-7.9%,5.0%,-3.6%,6.0%,0.0%,8.0%,3.4%,5.1%,4.4%
Cc1cc(NS(=O)(=O)c2ccc(NC(=S)NC(=O)c3ccc(F)cc3)cc2)no1,-0.3%,-11.3%,-2.5%,27.6%,2.8%,.,-5.1%,1.7%,1.5%,0.1%
Cc1c(N=C2SCC(=O)N2c2c(C)n(C)n(-c3ccccc3)c2=O)c(=O)n(-c2ccccc2)n1C,-0.4%,6.6%,5.0%,-6.6%,-6.3%,-11.2%,2.1%,0.5%,1.5%,0.3%
O=C(CSc1ccccc1)NNC(=O)c1ccccc1O,16.7%,-13.1%,-6.8%,24.3%,-5.7%,-9.3%,27.7%,-16.7%,20.0%,0.6%
Cc1onc(-c2c(Cl)cccc2Cl)c1C(=O)n1nnc2ccccc21,-0.6%,.,.,-16.5%,-8.8%,-8.5%,2.6%,-7.7%,-1.4%,0.8%
CC(NC(=O)c1cccc(C(F)(F)F)c1)C1CCCO1 (stereo not given),4.4%,1.5%,.,2.5%[0.365 µM],.,0.7%,-4.2%,3.5%,-2.2%,6.6%
COc1cccc(NC(=O)c2ccc(Cn3cc([N+](=O)[O-])cn3)o2)c1,-10.5%,-23.2%,-4.7%,?,-1.0%,35.0%[activator],-1.4%,-4.3%,-0.1%,-3.1%
COc1cc(-c2ccccc2)[nH]c(=S)n1,17.2%,8.4%,18.5%,.,.,.,0.4%,1.4%,0.5%,6.9%
COc1cc2ccccc2cc1C(=O)O,6.7%,3.9%,-3.6%,-3.0%,-25.7%,-4.6%,-1.2%,2.5%,-3.2%,0.1%
